Source: PubChem BioAssay (several laboratories)
Keap1-Nrf2 PPI – inhibitors of human Keap1-Nrf2 protein-protein interaction. Q14145. Keap1 Kelch-Nrf2 peptide fluorescence polarization, 1536-well. inhibition, % at 9.4 µM. 340,000 compounds, 0.15% hits. AID 504523; in the data active means inhibition above about 12%;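 further: human Keap1 Kelch domain with fluorescein labeled Nrf2 9mer peptide probe; 0% = neutral control wells and 100% = peptide positive control; higher means more block of Keap1 binding to Nrf2 peptide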
SR-BI DiI-HDL act – activators of SR-BI mediated HDL lipid uptake; activation, % at 12.5 µM; 320,000 compounds, 0.096% hits; AID 504775; CHO ldlA[mSR-BI] cells, DiI-HDL uptake fluorescence, 3 h; 100 = double the neutral-control signal;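 active means mean replicate activation of at least 60% and every replicate at or above 60%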;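 further: 0% = median plate neutral-control signal and 100% = twice that signal; values of inactives mirror those of a sister screen read the other way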
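Assay system: CHO ldlA[mSR-BI] cells, LDL receptor-null, SR-BI overexpressing; medium: Ham's F12 with 0.5% BSA, HEPES 25 mM, pH 7.4; also added: DiI-HDL 10 µg/mL; timing: 3 h uptake period with compound, 37 °C; signal: DiI fluorescence, bottom read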
RTF Ca sens act – increases calcium sensitivity of human cardiac regulated thin filaments; IANBD-labeled TnC RTF fluorescence at EC20 calcium; 0% EC20 calcium, 100% full calcium; activation, % at 7.2 µM; 340,000 compounds, 0.24% hits;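 active means activation above the mean over all tested compounds plus 3 SD, cut at about 30% in these data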;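 further: rise in fluorescence read as greater calcium sensitivity of cardiac thin filaments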
Rtt109 Vps75 – inhibitors of Candida albicans Rtt109/Vps75 histone acetyltransferase. purified Rtt109/Vps75, ThioGlo CoA-SH fluorescence, 4 h. 330,000 compounds, 0.16% hits. inhibition, % at 34.9 µM. Q5AAJ8. AID 540336;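 active means inhibition of at least 50% in every replicate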
PKA-R2B activ – activators of human PKA-R2B complex; PKA-R2B holoenzyme dissociation, Cy5-IP20 fluorescence polarization; R2B truncated from residue 108, S112A mutant; 0% DMSO only, 100% 113 µM cGMP; activation, % at 11.4 µM; 340,000 compounds, 0.079% hits; AID 504700;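 active means activation above a cutoff set at the mean over all compounds plus 3 SD, cut at about 18% in these data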;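 further: higher means more holoenzyme dissociation and a rise in polarization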
Target sequence (P31323 whole entry, looked up, other chains not shown, the tested form may be a part): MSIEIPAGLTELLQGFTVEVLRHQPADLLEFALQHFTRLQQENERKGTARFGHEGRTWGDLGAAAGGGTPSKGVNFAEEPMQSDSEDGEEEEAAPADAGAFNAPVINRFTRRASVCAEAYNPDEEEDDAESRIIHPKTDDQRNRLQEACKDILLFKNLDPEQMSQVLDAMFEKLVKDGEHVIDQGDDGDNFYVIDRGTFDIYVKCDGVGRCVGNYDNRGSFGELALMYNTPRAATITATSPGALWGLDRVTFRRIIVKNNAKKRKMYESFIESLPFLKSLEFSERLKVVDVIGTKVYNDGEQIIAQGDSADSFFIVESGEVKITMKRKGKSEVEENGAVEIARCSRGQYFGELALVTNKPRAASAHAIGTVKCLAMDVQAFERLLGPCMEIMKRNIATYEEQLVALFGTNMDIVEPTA
RTF Ca sens inh – cardiac RTF calcium desensitization; IANBD-labeled cardiac RTF, Ca2+ fluorescence; inhibition, % at 7.15 µM; 340,000 compounds, 0.12% hits;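 active means inhibition above the mean inhibition of all tested compounds plus 3 SD, cut at about 17% in these data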;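 further: assay run at fixed EC70 calcium of 1.6 mM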
CAL PDZ FP-1 – CAL PDZ (human) peptide binding inhibition | purified CAL PDZ, TMR-peptide fluorescence polarization, 1 h | inhibition, % at 24.9 µM | Q9HD26 | 300,000 compounds, 0.92% hits | AID 602252;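 active means mean inhibition of at least 30% with at least half of replicates also reaching 30%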;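 further: 0% = DMSO neutral control and 100% = excess unlabeled competitor peptide PRC23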
CAL PDZ FP-2 – blocks peptide binding to human CAL PDZ domain; Q9HD26; purified CAL PDZ, TMR-peptide fluorescence polarization, 1 h; inhibition, % at 20 µM; 330,000 compounds, 0.02% hits; AID 504414;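 active means highest replicate inhibition of at least 40%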;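 further: plate controls were DMSO neutral control wells for no effect and unlabeled competitor peptide control wells for full effect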
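material = purified tagged CAL PDZ domain construct (CerCALP) | compound dosing = 20 µM, one dose | times = 1 h at RT | measured by = fluorescence polarization from S- and P-plane intensities, G-factor corrected | read-out = inhibition from polarization loss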
DAGLB inh – blocks human DAGLB lipase activity. inhibition, % at 5.17 µM. AID 504411. Q8NCG7. 340,000 compounds, 0.059% hits. HEK293T DAGLB membrane lysate, EnzChek fluorogenic substrate; in the data active means inhibition above about 34%;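 further: 0% = enzyme with vehicle and 100% = wells lacking enzyme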
Target sequence (Q8NCG7 whole entry, looked up): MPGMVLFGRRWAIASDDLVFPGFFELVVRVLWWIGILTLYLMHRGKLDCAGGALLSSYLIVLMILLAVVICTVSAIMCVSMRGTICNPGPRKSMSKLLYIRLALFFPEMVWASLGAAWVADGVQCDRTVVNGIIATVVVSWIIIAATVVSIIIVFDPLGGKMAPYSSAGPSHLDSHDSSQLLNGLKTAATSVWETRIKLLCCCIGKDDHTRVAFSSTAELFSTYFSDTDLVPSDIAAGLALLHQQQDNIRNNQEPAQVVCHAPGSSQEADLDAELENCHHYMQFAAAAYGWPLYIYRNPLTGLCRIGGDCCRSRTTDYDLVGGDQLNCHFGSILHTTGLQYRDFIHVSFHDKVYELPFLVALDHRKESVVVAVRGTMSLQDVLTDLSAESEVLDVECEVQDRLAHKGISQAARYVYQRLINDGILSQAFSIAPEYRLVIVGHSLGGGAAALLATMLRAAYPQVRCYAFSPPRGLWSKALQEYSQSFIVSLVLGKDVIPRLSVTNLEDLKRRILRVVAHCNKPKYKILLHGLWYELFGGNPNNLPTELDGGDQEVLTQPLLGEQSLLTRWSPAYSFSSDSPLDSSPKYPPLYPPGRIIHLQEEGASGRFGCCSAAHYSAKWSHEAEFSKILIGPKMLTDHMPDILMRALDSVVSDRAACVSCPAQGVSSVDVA
LANA DNA inh – KSHV C-LANA DNA binding inhibition; MBP-C-LANA/FAM-LBS DNA binding, fluorescence polarization; 340,000 compounds, 0.078% hits; AID 504423; inhibition, % at 9 µM;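 active means highest replicate inhibition at or above 60% at 9 µM, even if other replicates fall short; inactive means all replicates below 60% inhibition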;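 further: 0% = neutral control wells and 100% = 4 µM acridine orange control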
Starred values were filed as active, the others as inactive; . = no result given.

SMILES | Keap1-Nrf2 PPI | SR-BI DiI-HDL act | RTF Ca sens act | Rtt109 Vps75 | PKA-R2B activ | RTF Ca sens inh | CAL PDZ FP-1 | CAL PDZ FP-2 | DAGLB inh | LANA DNA inh
COc1cccc(CN(C(=O)c2cccs2)C2CCS(=O)(=O)C2)c1 (stereo not given) | -6.8 | 5.2 | -0.5 | 0.9 | 0.8 | 1.1 | 4.2 | -1.4 | 0.8 | -2.4
O=C(CSc1nnc(CNC(=O)c2ccc(F)cc2)o1)NCC1CCCO1 (stereo not given) | 1.5 | 9.7 | -5.1 | -1.2 | -3.0 | 26.7* | -0.4 | 0.2 | -0.7 | -0.5
Cc1n[nH]c(=S)n1/N=C/c1ccc(OCc2ccc(Cl)cc2)cc1 | -7.0 | 0.1 | 0.7 | -2.2 | 0.1 | -4.0 | -4.3 | -0.1 | -1.0 | -0.8
COc1ncnc(-c2ccccc2)c1-c1ccccc1 | 1.4 | 2.8 | -12.9 | -0.3 | -3.3 | 3.4 | -5.3 | -0.3 | -6.4 | -0.8
COc1ccccc1CCn1c(N)c(C#N)c2nc3ccccc3nc21 | 1.3 | -11.3 | 3.3 | 1.9 | 11.3 | -6.8 | -1.4 | 0.7 | 2.0 | -0.6
O=C(c1cc2c(s1)CCC2)N1CCN(c2ccccc2)CC1 | 2.9 | -32.4 | -0.9 | 0.4 | -8.7 | -3.4 | -19.7 | 0.3 | -9.0 | 1.0
CC(C)(C)c1csc(NC(=O)CS(=O)(=O)c2ccccc2)n1 | -3.7 | . | -5.1 | 6.9 | -6.7 | 1.2 | -3.6 | 0.1 | -2.4 | -0.7
O=C(c1ccc(S(=O)(=O)Nc2ccccc2)cc1)N1CCCCCCC1 | 0.9 | 0.2 | -0.5 | 3.3 | 2.6 | -3.1 | -2.7 | 0.1 | 0.1 | -0.9
COc1ccc(NC(=O)c2cccc3c2C(=O)c2ccc(-c4cnc(OC)nc4)cc2S3(=O)=O)cc1 | -2.3 | 25.3 | -6.1 | 3.2 | 1.3 | -2.7 | 3.7 | 0.4 | -4.0 | -1.4
COCCN(C(=O)c1csnn1)C(C(=O)NC1CCCCC1)c1ccccc1F (stereo not given) | 3.3 | -1.8 | -1.4 | 6.3 | -0.2 | 7.9 | -0.1 | -1.7 | 0.6 | 0.1
CCC(c1nnnn1C1CCCCC1)N(Cc1ccco1)Cc1cc2ccc(OC)cc2[nH]c1=O (stereo not given) | -4.1 | -8.4 | 3.4 | -0.9 | -10.8 | 1.0 | -5.7 | -1.2 | 5.2 | 4.8
N[C@@H](Cc1ccc(O)cc1)C(=O)Nc1ccc2ccccc2c1 | -0.8 | 9.7 | -3.1 | -6.5 | -1.1 | -5.0 | -3.3 | -1.3 | -6.5 | 0.6
c1ccc(-c2csc(Nc3ncccn3)n2)cc1 | -7.3 | 2.5 | 6.8 | 1.2 | 3.0 | 6.0 | 0.8 | -2.6 | 1.5 | -0.9
COc1ccc(C(CNC(=O)C(C)(C)Oc2ccc(Cl)cc2)N2CCCC2)cc1 (stereo not given) | -3.8 | -1.9 | 2.7 | 11.9 | -2.3 | 5.6 | -3.8 | -0.8 | -1.2 | -1.6
CN(C)S(=O)(=O)c1cccc(NC(=O)CCNC(=O)Nc2ccccc2)c1 | -4.7 | -3.6 | -2.4 | -4.6 | 3.5 | -0.3 | -2.7 | -1.3 | -2.1 | 1.4
O=C(N[C@@H](Cc1ccccc1)C(=O)O)c1ccc(C(F)(F)F)cc1 | -0.4 | 31.9 | 0.3 | 2.1 | -3.9 | 4.1 | 2.1 | 0.9 | 5.2 | 2.1
CCC1CCC(NC(=O)Nc2cccc(OC)c2)CC1 (stereo not given) | -0.8 | -7.3 | 2.9 | . | -18.3 | 11.3 | 0.0 | -2.0 | -2.3 | -0.7
CCCC1(CCC)NC(=O)N(CC(=O)c2cc(C)n(-c3ccc4c(c3)OCO4)c2C)C1=O | -3.4 | 4.9 | -18.9 | -3.8 | -8.8 | -15.5 | -3.8 | -3.3 | -0.3 | -2.6
CCOC(=O)N1CCN(c2nc3ccccn3c(=O)c2C=O)CC1 | 0.1 | -7.4 | 2.9 | -7.0 | -6.8 | -0.7 | -1.1 | -0.1 | 0.6 | -0.8
Cc1cc(/C=N/n2cnnc2)c(C)n1-c1ccc(OCc2ccccc2F)cc1 | -2.0 | -1.1 | 0.1 | -3.5 | -0.1 | -4.3 | -6.1 | -2.7 | 3.7 | 0.5
Cc1cc[n+](CC(=O)c2cccs2)cc1 | 2.7 | 1.6 | 5.5 | -2.7 | -12.2 | -10.8 | 16.8 | -1.9 | 0.1 | 0.1
CN(c1ccc(C(=O)N2CCN(Cc3ccccc3)CC2)cc1)S(=O)(=O)c1ccc(Cl)cc1 | 4.3 | -78.7 | 3.3 | 21.1 | 2.1 | -3.3 | -4.7 | -3.3 | -4.5 | 0.0
Cc1cccc(/C=N/n2c(C)nnc2C)c1 | 0.6 | 33.0 | 0.6 | -13.1 | 0.8 | -4.9 | -2.7 | -0.6 | 2.6 | 0.3
CCOc1ccc(-n2c(-c3ccc(Br)cc3)c[n+]3c2CCCCC3)cc1 | 1.1 | 3.8 | 3.4 | . | 9.5 | -9.6 | 6.6 | -0.3 | 0.8 | 0.3
Cc1ccccc1OCCC(=O)N(CC(=O)Nc1ccccc1C(F)(F)F)Cc1ccco1 | -7.7 | 6.3 | -6.0 | -2.6 | 1.4 | -3.6 | -8.7 | -1.5 | -5.5 | 3.3

Entries of single compounds as entered above.
COc1ccc(NC(=O)c2cccc3c2C(=O)c2ccc(-c4cnc(OC)nc4)cc2S3(=O)=O)cc1 reads Keap1-Nrf2 PPI = -2.3; SR-BI DiI-HDL act = 25.3; RTF Ca sens act = -6.1; Rtt109 Vps75 = 3.2; PKA-R2B activ = 1.3; RTF Ca sens inh = -2.7; CAL PDZ FP-1 = 3.7; CAL PDZ FP-2 = 0.4; DAGLB inh = -4.0; LANA DNA inh = -1.4
COc1cccc(CN(C(=O)c2cccs2)C2CCS(=O)(=O)C2)c1 (stereo not given) reads Keap1-Nrf2 PPI = -6.8; SR-BI DiI-HDL act = 5.2; RTF Ca sens act = -0.5; Rtt109 Vps75 = 0.9; PKA-R2B activ = 0.8; RTF Ca sens inh = 1.1; CAL PDZ FP-1 = 4.2; CAL PDZ FP-2 = -1.4; DAGLB inh = 0.8; LANA DNA inh = -2.4

Other records follow:
SMILES | Keap1-Nrf2 PPI | SR-BI DiI-HDL act | RTF Ca sens act | Rtt109 Vps75 | PKA-R2B activ | RTF Ca sens inh | CAL PDZ FP-1 | CAL PDZ FP-2 | DAGLB inh | LANA DNA inh
CN(C)CCCNC(=O)C[C@H]1C[C@H](C(=O)N2CCOCC2)[C@@]2(C)c3[nH]c4cc(CCC(=O)N(C)C)ccc4c3CCN2C1=O | -1.2 | 18.7 | -5.3 | -8.2 | -12.0 | -5.5 | -4.0 | -0.4 | -2.4 | -0.1
Cc1nc2nc(SCC(=O)C(C)(C)C)[nH]c2cc1Br | -2.1 | -9.6 | -2.2 | 5.3 | -6.1 | -2.5 | . | -0.5 | -1.5 | -0.7
NNC(=O)c1cc(C23CC4CC(CC(C4)C2)C3)[nH]n1 | -0.6 | -8.0 | 0.7 | -7.4 | 2.1 | -4.0 | -1.2 | 0.7 | -1.4 | -0.5
O=C1NC(=O)c2cc(NC(=O)c3cccc4ccccc34)ccc21 | -0.4 | -4.9 | -2.4 | -3.4 | 2.0 | -9.8 | . | -0.8 | -1.6 | 0.8
O=c1cc(CN2CCN(S(=O)(=O)c3ccccc3[N+](=O)[O-])CC2)nc2sccn12 | -3.8 | 33.7 | 5.6 | -9.5 | -6.2 | -2.9 | . | 1.0 | 1.1 | -0.7
O=C(CN(C(=O)CCC(=O)Nc1nccs1)c1ccc(F)c(Cl)c1)NCC1CCCO1 (stereo not given) | -5.9 | -6.1 | 1.7 | -1.0 | 3.2 | 1.6 | . | -0.3 | 1.5 | -2.7
O=S(=O)(c1ccc(Cl)cc1)N1CCN(CCc2ccncc2)CC1 | -3.0 | 0.9 | 0.2 | 10.7 | -4.2 | -16.8 | 0.9 | -1.2 | -0.4 | 1.0
CCOc1ccc(S(=O)(=O)N2CCN(C(=O)c3cc(C4CC4)nn3-c3ccccc3)CC2)cc1 | -4.5 | -12.5 | -5.3 | 8.6 | 6.0 | -2.4 | -0.1 | -1.8 | -4.4 | 0.1
COc1ccccc1NC(=O)C(=O)NCC(c1ccco1)N1CCc2ccccc21 (stereo not given) | -2.8 | -6.5 | -15.3 | 20.5 | -5.0 | -0.5 | -1.3 | -3.1 | -4.2 | 0.5
CC(NC(=S)Nc1ccccc1C(F)(F)F)C1CC2CCC1C2 (stereo not given) | 1.7 | 9.4 | 2.5 | -7.1 | -7.8 | 4.4 | . | 0.1 | -2.9 | -0.5
O=C(COc1ccc(C(=O)c2ccccc2)cc1)NCc1ccc(F)cc1 | 3.8 | 8.2 | 6.4 | 9.5 | -8.8 | 4.2 | -4.7 | -1.9 | -23.0 | 1.4
COc1ccc(S(=O)(=O)Nc2c(C(=O)O)[nH]c3ccccc23)c(OC)c1 | 3.0 | . | -0.9 | -4.6 | -4.6 | -0.7 | -3.1 | 0.4 | 3.1 | 1.3
CCc1oc(C(=O)OC)cc1CSC(=N)N | 2.1 | . | 3.1 | -10.2 | -2.6 | -6.3 | -1.9 | 15.0 | 2.5 | 1.1
CCOc1ccccc1NC(=O)C1CCN(C(=O)Cc2ccccc2)CC1 | -8.1 | -47.2 | -5.9 | -1.5 | -6.5 | -2.4 | 56.5* | 8.6 | -0.6 | 2.3
COCCn1c(SCC(=O)Nc2ccc(N3CCOCC3)cc2)nc2ccccc21 | 3.0 | 17.2 | -1.8 | -1.8 | 3.9 | -1.5 | -1.9 | -1.2 | -1.5 | 0.2
COc1ccc(N(CC(=O)NC2CCCC2)C(=O)Cn2nnc(-c3ccc(OC)c(OC)c3)n2)cc1 | -3.8 | -80.0 | 5.6 | -3.9 | 3.9 | 1.5 | 2.5 | -0.7 | -1.7 | 1.9
CCOC(=O)c1[nH]c2ccc(OC)cc2c1NC(=O)N1CCOCC1 | -2.7 | -3.4 | -4.3 | -3.3 | 4.4 | -0.7 | 3.4 | 0.1 | 0.9 | 1.4
CCCC(=O)N1CCN(Cc2ccc3c(c2)OCO3)CC1 | -2.4 | 19.8 | 4.8 | 2.1 | -6.0 | 2.3 | -2.4 | -0.2 | 2.3 | 1.7
CCOC(=O)Nc1nc(C)c(C(=O)N(C)C)s1 | -2.3 | 27.1 | -1.2 | -2.4 | 2.2 | 4.9 | -1.9 | -2.3 | 2.1 | -1.2
Cc1cccc(C)c1NC(=O)CCS(=O)(=O)c1cccc2nonc12 | -1.1 | . | -6.0 | -10.6 | -18.2 | -4.1 | 3.4 | -2.1 | 0.5 | -1.3
O=C(CSc1ncn[nH]1)Nc1nc(-c2cccc([N+](=O)[O-])c2)cs1 | -3.4 | -23.8 | -4.8 | -2.3 | -4.4 | 6.6 | 2.6 | 0.6 | -1.3 | 0.5
